VEEV TC-83 Vero = inhibitors of VEEV TC-83 cytopathic effect, confirmation, Vero cells (AID 588727); Vero cells, VEEV TC-83 cytopathic effect inhibition; higher % means a stronger effect; inhibition, % at 20 µM, or IC50 in µM where a hit was titrated; hit rate 0.13% among 350,000; in the data active = a potency from the dose series; inconclusive = inhibition mostly from about 14% at the one dose, without a potency; inactive = the rest, 99 in 100 with inhibition below about 12%; also: strong numbers were not always called active
Salmonella PhoP GFP = PhoP regulon inhibitors, Salmonella typhi PhoP promoter GFP reporter, confirmatory (AID 1850); hit rate 0.33% among 310,000; one-dose inhibition, % at 50 µM; IC50 in µM for titrated hits; Salmonella Typhi PhoP-promoter GFP reporter, fluorescence, 4 h; higher % means a stronger effect; in the data active = a potency from the dose series; inconclusive = inhibition mostly from about 25% at the one dose, without a potency; inactive = the rest, 99 in 100 with inhibition below about 19%;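 also: 0% = induced wells with vehicle and 100% = uninduced wells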
H1N1 NS1A inhibition = H1N1 influenza NS1A inhibitors, functional cell based assay (AID 504329); NS1A functional cell-based assay, percent inhibition; higher % means a stronger effect; hit rate 0.3% among 340,000; inhibition, % at 12.5 µM, or IC50 in µM where a hit was titrated; in the data active = a potency from the dose series; inconclusive = inhibition above about 27% without an active follow-up result; also: strong numbers were not always called active
tuberculosis growth = growth inhibition of non-replicating M. tuberculosis (AID 488890). inhibition, % at 25 µM; hits with a dose series show IC50 in µM. Mycobacterium tuberculosis non-replicating, growth inhibition; higher % means a stronger effect. hit rate 0.39% among 320,000; in the data active = a potency from the dose series; inconclusive = inhibition mostly from about 82% at the one dose, without a potency; inactive = the rest, 99 in 100 with inhibition below about 76%;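 also: plate controls were DMSO cells for no effect and high antibiotic wells for full effect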
M. tuberculosis HTS = M. tuberculosis growth inhibition, HTS (AID 449762); inhibition, % at 25 µM; hits with a dose series show IC50 in µM; M. tuberculosis H37Rv growth inhibition, 7H9 media; higher % means a stronger effect; hit rate 0.59% among 330,000; in the data active = a potency from the dose series; inconclusive = inhibition above about 70% without an active follow-up result;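 also: bacterial growth assessed after seven days of incubation; strong numbers were not always called active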
VEEV TC-83 Vero 10K pilot screen = recorded beside VEEV TC-83 Vero, whose call it bears; inhibition, %; measured here: 10K pilot screen inhibition
An asterisk follows results filed as active; i = inactive; u = inconclusive; x = no result given.

SMILES	VEEV TC-83 Vero	Salmonella PhoP GFP	H1N1 NS1A inhibition	tuberculosis growth	M. tuberculosis HTS	others
COc1cccc(NC(=O)CN(C)C(=O)CNC(=O)c2ccc3ccccc3c2)c1	1.8%	1%	-9%	-10%	-2%
O=S(=O)(NCC1CCCO1)c1ccc(Br)cc1 (stereo not given)	1.0%	-2%	-33%	66%	3%
COc1cccc(S(=O)(=O)NCc2ccc(C(=O)N3CCN(c4ccccc4)CC3)cc2)c1	7.5%	-4%	-14%	11%	-6%
O=C(Cn1c(=O)sc2ccccc21)OC(CCl)CCl	1.0%	-6%	7%	u	6%
C[C@]12CC[C@H](O)CC1=C[C@H](O)C1C2CC[C@@]2(C)C1CC[C@@]2(O)C#Cc1ccc(CN)cc1 (stereo not given in full)	1.1%	x	-9%	x	x
COc1ccc(-c2cn3cccc(C)c3n2)cc1Br	0.1%	-1%	15%	2%	7%	VEEV TC-83 Vero 10K pilot screen=2.2
COc1ccc(NC(=O)C(=O)NCCN2CCN(C(=O)c3ccc(C(C)(C)C)cc3)CC2)cc1	0.9%	-3%	4%	-17%	-19%	VEEV TC-83 Vero 10K pilot screen=2.0
O=C(c1ccc(Cl)nc1)N1CCN(S(=O)(=O)c2ccc(Cl)cc2)CC1	1.4%	9%	-3%	-2%	9%
COc1ccc(-c2nnc(SC)o2)c(OC)c1	2.0%	-22%	2%	14%	0%
Cc1ccccc1N1C(=O)c2cccc([N+](=O)[O-])c2C1=O	i	x	-1%	x	x
CCOC(=O)c1cccc(NC(=O)c2ccco2)c1	4.2%	0%	4%	18%	-4%
Cc1cc(C)nc(SCc2nnc(SCC(=O)Nc3ccc(C)c(C)c3)o2)n1	5.5%	-4%	-3%	-7%	57%
COc1ccccc1-c1cc(C(F)(F)F)c(C#N)c(=O)[nH]1	0.7%	-3%	-13%	40%	-7%
Cc1cc(C(=O)NCCc2ccc(Cl)cc2)c(C)o1	2.2%	-12%	0%	7%	-1%
COc1ccc(CCN2C(=O)C=CC2=O)cc1OC	i	x	-21%	x	x
CCc1ccccc1N(CC(=O)N1CCCC1)S(C)(=O)=O	i	6%	-7%	-9%	3%
CC1CN(CCCOc2ccccc2[N+](=O)[O-])CC(C)O1 (stereo not given)	i	-5%	4%	-3%	-5%
COc1cccc(OC)c1C(=O)OCCCOC(=O)c1c(OC)cccc1OC	8.6%	-14%	-2%	11%	5%
Clc1cccc(-c2nc(NCc3cccnc3)c3ccccc3n2)c1	i	-9%	0%	-4%	u
Cc1ccc(NC(=O)CN(C)C(=O)c2cc(S(=O)(=O)N(C)C)ccc2N2CCCC2)cc1	4.0%	7%	6%	17%	1%
C[C@H](NC(=O)c1nc[nH]c1C(=O)N(C)Cc1ccccc1)c1ccccc1	0.1%	x	1%	2%	-3%
CCN1C(=O)[C@@H]2[C@@H](c3ccc(-c4ccc(Cl)c(Cl)c4)cc3)N3CCCC[C@@]3(C(=O)OC)[C@@H]2C1=O	0.5%	1%	-2%	17%	1%
COc1ccc(-n2c(C)c(C)c3c(NCCN(C)C)ncnc32)cc1	0.4%	-1%	-6%	1%	-2%
COc1ccccc1NC1SC(=O)N(c2ccccc2)C1=O (stereo not given)	6.5%	-12%	3%	7%	-3%
COc1ccc(NC(=O)Nc2cccc(F)c2)c(OC)c1	i	-3%	16%	-37%	-1%

Reprinted at random: 5 entries already listed.
SMILES	VEEV TC-83 Vero	Salmonella PhoP GFP	H1N1 NS1A inhibition	tuberculosis growth	M. tuberculosis HTS	others
Cc1cc(C)nc(SCc2nnc(SCC(=O)Nc3ccc(C)c(C)c3)o2)n1	5.5%	-4%	-3%	-7%	57%
O=C(c1ccc(Cl)nc1)N1CCN(S(=O)(=O)c2ccc(Cl)cc2)CC1	1.4%	9%	-3%	-2%	9%
COc1ccc(CCN2C(=O)C=CC2=O)cc1OC	i	x	-21%	x	x
COc1cccc(S(=O)(=O)NCc2ccc(C(=O)N3CCN(c4ccccc4)CC3)cc2)c1	7.5%	-4%	-14%	11%	-6%
O=S(=O)(NCC1CCCO1)c1ccc(Br)cc1 (stereo not given)	1.0%	-2%	-33%	66%	3%

The list continues.
SMILES	VEEV TC-83 Vero	Salmonella PhoP GFP	H1N1 NS1A inhibition	tuberculosis growth	M. tuberculosis HTS	others
COc1cccc(-n2cnnc2SCC(=O)NC2CC2)c1	4.1%	x	-19%	-3%	-4%
Cc1ccccc1CCN1CCCC(CN(C)C(=O)c2ccc3ncccc3c2)C1 (stereo not given)	i	-5%	-6%	5%	2%
O=C(CSc1nc2ncccc2[nH]1)Nc1ccccc1-c1ccccc1	0.6%	0%	-4%	4%	2%
COc1ccccc1OCCNC(=O)C1CC(=O)N(Cc2ccccc2)C1 (stereo not given)	1.5%	x	-3%	9%	6%
c1ccc(/N=C2\N=C(Nc3ccccn3)c3ccccc32)nc1	9.0%	2%	-3%	<0.1µM*	1.1µM*
COc1ccc(CCNC(=O)CCC(=O)N2CC(C)Oc3ccc(Cl)cc32)cc1OC (stereo not given)	2.6%	-9%	5%	7%	-5%	VEEV TC-83 Vero 10K pilot screen=1.6
O=C(O)c1cccc(CSc2nnc(Cc3ccccc3)o2)c1	1.4%	-4%	3%	15%	-9%	VEEV TC-83 Vero 10K pilot screen=1.8
CCOc1ccc(CCNC(=O)C2(c3ccccc3)CC2)cc1OCC	i	-11%	-2%	20%	-3%
COc1cc(C(c2c(O)c3ccccc3oc2=O)c2c(C)n(C)n(-c3ccccc3)c2=O)ccc1O (stereo not given)	0.7%	-4%	2%	23%	5%
COc1ccc(CN2CCN(C(=O)c3cccs3)CC2)cc1Br	0.0%	3%	-5%	0%	-3%
COc1ccccc1NS(=O)(=O)c1cc(NC(=O)c2sccc2C)ccc1N1CCCC1	i	-4%	17%	8%	9%
COc1cc(NC(=O)CN2C(=O)NC(C)(c3ccccc3)C2=O)c(C)cc1[N+](=O)[O-] (stereo not given)	0.9%	-8%	1%	5%	1%
Cc1ccnc(SCCn2c(N3CCC(C)CC3)nc3c2c(=O)[nH]c(=O)n3C)n1	8.0%	x	-3%	x	x
O=C(Cn1cc2c(n1)CCCC2)NCCCN1CCCC1	0.1%	-10%	1%	6%	-3%
Cc1c(Br)c(C(F)(F)F)nn1CC(=O)N1CCCC1	0.2%	-12%	-7%	66%	9%
COC(=O)c1cc(-c2c(C)oc3cc(OC)ccc3c2=O)c(C)o1	i	17%	-2%	6%	0%
CCn1c(C(=O)O)c(CC(=O)Nc2ccc(Br)cc2C)c2ccccc21	0.5%	-4%	12%	5%	-6%
CCN(CC)S(=O)(=O)c1cccc(C(=O)Nc2cc3oc4ccccc4c3cc2OC)c1	1.1%	-11%	-4%	5%	2%
CCCc1cc(=O)[nH]c(SCC(=O)OCc2ccccc2)n1	i	-7%	-4%	0%	11%
CCN(CC)c1nc(Oc2ccc(C(=O)NN)cc2)nc(Oc2ccc(C(=O)NN)cc2)n1	0.6%	4%	-21%	-9%	8%
CCOc1ccccc1CN1CCNC(=O)C1CC(=O)NCc1nc(C)cs1 (stereo not given)	0.4%	-4%	0%	23%	-5%
CCOC(=O)c1cn(-c2ccccc2)nc1-c1cccnc1	7.7%	-17%	-4%	-1%	4%
CC(OC(=O)c1cccnc1)C(=O)Nc1ccc2c(c1)OCO2 (stereo not given)	1.4%	8%	-21%	1%	0%
O=C(/C=C/c1ccccc1[N+](=O)[O-])Oc1ccccc1	x	9%	x	u	u
CC(=O)Nc1ccc(Nc2nnc(-c3ccc(C)c(S(N)(=O)=O)c3)c3ccccc23)cc1	2.8%	-4%	-8%	-10%	7%
(further entries)
SMILES	VEEV TC-83 Vero	Salmonella PhoP GFP	H1N1 NS1A inhibition	tuberculosis growth	M. tuberculosis HTS	others
Cc1cccc(N2CCN(c3ccc(NC(=O)/C=C(/C(=O)O)c4ccccc4)cc3)CC2)c1	5.3%	3%	0%	23%	11%
CC(=O)C1(O)C(C)CC2C3CCC4CC(O)CCC4(C)C3=CCC21C (stereo not given)	0.8%	1%	-4%	-7%	-2%
COc1cccc(N2C(=O)CC(N3CCc4ccccc4C3)C2=O)c1 (stereo not given)	1.4%	5%	2%	12%	-6%
CC(C)NC(=O)Nc1n[nH]c(Nc2ccc(Cl)cc2)n1	0.4%	4%	-18%	-10%	-6%
O=C(CN1C(=O)NC2(CCc3ccccc32)C1=O)NCC(=O)Nc1ccc(F)cc1 (stereo not given)	1.8%	x	-5%	-3%	8%
CS(=O)(=O)c1ccccc1C(=O)N(CCc1ccccc1)Cc1ccccc1	6.0%	-9%	22%	13%	1%
COc1ccc(OCc2cc(C(=O)NC(C)Cc3ccccn3)no2)c(Cl)c1 (stereo not given)	5.9%	-10%	-6%	1%	4%
CC(C)CN(CC(C)C)C(=O)C12CCC(C)(C(=O)O1)C2(C)C (stereo not given)	4.5%	0%	15%	2%	11%
O=[N+]([O-])c1ccc(N2CCCCC2)cc1NCCOc1ccccc1	1.2%	-4%	18%	-6%	16%
Cn1c(O)c(C(=Nc2ccccc2)SCc2ccc(Cl)cc2)c(=O)n(C)c1=O	3.7%	-20%	-1%	u	u
COc1ccc(OS(=O)(=O)c2ccc(N3C(=O)CCC3=O)cc2)cc1	2.7%	1%	5%	-4%	0%
Cc1ccc(C)c(OCc2cc(C(=O)NC(c3ccccn3)C(F)(F)F)no2)c1 (stereo not given)	3.1%	1%	7%	u	u
Cc1ccc(C(=O)Nc2nc(-c3ccccn3)cs2)s1	11%	x	18%	u	u
O=C(Nc1cccc(-c2cn3ccccc3n2)c1)C1CC1	i	0%	1%	8%	-9%
CC(/C=C1\SC(=S)N(CCC(=O)Nc2ccc(O)cc2)C1=O)=C\c1ccccc1	8.0%	-6%	-3%	-3%	-5%
CCOC(=O)CS(=O)(=O)c1ccccc1	0.2%	6%	21%	-20%	0%
O=C(NCCCn1ccnc1)c1ccc(Br)o1	0.3%	1%	-18%	-8%	-4%
CCOC(=O)C1CCN(Cc2ccc(OC)c(C)c2OC)CC1	1.0%	11%	0%	2%	-1%
COc1cc(OC)c2c(-c3cccc(-c4ccc(C(C)=O)cc4)c3)cc(=O)oc2c1	u	x	-11%	x	x
Cc1cc(C)c(C(=O)C2OC(=O)C(C)(C)C(=O)C2(C)C)c(C)c1 (stereo not given)	4.0%	3%	4%	10%	-5%
COc1cccc(-c2nnc(-c3ccc(C)o3)o2)c1	6.5%	-7%	1%	57%	-2%
COC(=O)c1cc(-c2ccc(OC)c(OC)c2)on1	0.1%	3%	9%	2%	u
COc1ccc(NC(=O)/C(=C/c2cccs2)NC(=O)c2ccco2)cc1	i	5%	-2%	-1%	-8%
COc1ccc(N(C(=O)CNC(=O)c2ccco2)C(C(=O)NC2CCCC2)c2ccncc2)cc1 (stereo not given)	0.2%	0%	-11%	-3%	-9%
CN(C)S(=O)(=O)c1ccc(C(=O)OCC(=O)Nc2ccc(OC(F)F)cc2)cc1	0.3%	11%	8%	-9%	4%

Continued, starting with the last two of the part before.
SMILES	VEEV TC-83 Vero	Salmonella PhoP GFP	H1N1 NS1A inhibition	tuberculosis growth	M. tuberculosis HTS	others
COc1ccc(N(C(=O)CNC(=O)c2ccco2)C(C(=O)NC2CCCC2)c2ccncc2)cc1 (stereo not given)	0.2%	0%	-11%	-3%	-9%
CN(C)S(=O)(=O)c1ccc(C(=O)OCC(=O)Nc2ccc(OC(F)F)cc2)cc1	0.3%	11%	8%	-9%	4%
COC(=O)c1cccc(-n2c(=O)n(Cc3ccccc3)c(=O)c3[nH]cnc32)c1C	i	2%	2%	-4%	0%
CC(C)(C)c1nn(-c2ccccc2)c2[nH]c(=O)c(CNc3ccc4c(c3)OCCO4)cc12	1.0%	0%	1%	39%	53%
COc1ccc(C2CC(c3ccc(F)cc3)n3nc(NS(C)(=O)=O)nc3N2)cc1 (stereo not given)	i	7%	10%	16%	-1%
CCOC(=O)C1=NN(C(=O)c2ccc(C)cc2)C(O)(c2ccc(Cl)cc2)C1 (stereo not given)	7.2%	6%	9%	u	1%
CCOc1ccsc1C(=O)OC	1.4%	12%	0%	-2%	1%
COc1cc(/C=N/NC(=O)CCC(=O)NC2CCCCC2)ccc1C	1.1%	0%	-4%	6%	0%
COc1cccc(/C=N/NC(=O)CNC(=O)C(c2ccccc2)c2ccccc2)c1O	11%	3%	-7%	16%	-1%
COc1ccc(C(=O)/C=C/Nc2ccccn2)cc1	3.1%	0%	1%	4%	0%
Cn1nc(C(F)(F)F)c(-c2ccc(Br)cc2)c1NC(=O)c1ccco1	i	11%	8%	13%	11%
CNC(=O)OCCc1nccn1C	i	-2%	-4%	-20%	-12%
Cc1ccc(NC(=O)Cc2ccc([N+](=O)[O-])cc2)c(Br)c1	i	-5%	18%	-4%	2%
COc1ccccc1CCC(=O)Nc1ccc2c(c1)CN(CCCn1cccn1)CC2	2.3%	-2%	1%	32%	11%
Cc1ccc(OCC(=O)Nc2ccc3c(c2)ncn3C)cc1	1.6%	x	-4%	x	x

Bioassay records (PubChem)
